TAAR1 antagonist: antagonists of human TAAR1; hit rate 1.5% among 360,000; CHO RD-HGA16 TAAR1, Fluo-8 calcium fluorescence, antagonist; inhibition, % at 3 µM; Q96RJ0;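 active = inhibition above a per-plate cutoff, the mean inhibition of test compounds on that plate plus 3 SD, cut at about 49% in these data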;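 also: 0% = DMSO plus EC80 beta-PEA response and 100% = DMSO alone without agonist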
Target sequence (Q96RJ0 whole entry, looked up): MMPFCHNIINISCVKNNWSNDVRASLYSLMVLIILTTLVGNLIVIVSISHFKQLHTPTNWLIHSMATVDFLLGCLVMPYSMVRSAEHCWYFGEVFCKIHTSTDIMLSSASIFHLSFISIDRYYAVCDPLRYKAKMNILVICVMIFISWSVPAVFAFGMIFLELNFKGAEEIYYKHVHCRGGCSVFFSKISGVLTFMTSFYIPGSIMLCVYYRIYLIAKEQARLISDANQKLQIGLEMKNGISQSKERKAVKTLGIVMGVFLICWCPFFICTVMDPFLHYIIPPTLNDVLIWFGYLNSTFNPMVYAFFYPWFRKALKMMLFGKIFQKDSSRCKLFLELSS
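Test system: hTAAR1-expressing CHO RD-HGA16 cells, Gα16-coupled; Probe or stimulus: EC80 β-phenethylamine stimulus; Compound dosing: single nominal final test compound concentration of 3 µM; Timing: 140 s kinetic read after compound, 140 s after agonist; Signal: Fluo-8 calcium-sensitive fluorescence; Measure: % inhibition of agonist calcium response; Controls: DMSO and EC80 PEA controls.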
CHRM1 PAM: positive allosteric modulators of human M1 muscarinic receptor; P11229; CHO-K1 hM1, Fluo-8 calcium fluorescence, ACh EC20; 0% = ACh EC20, 100% = maximal ACh; activation, % at 3 µM; hit rate 0.088% among 360,000; in the data active = activation above about 19%, passing the limit was not always enough
Target sequence (P11229 whole entry, looked up): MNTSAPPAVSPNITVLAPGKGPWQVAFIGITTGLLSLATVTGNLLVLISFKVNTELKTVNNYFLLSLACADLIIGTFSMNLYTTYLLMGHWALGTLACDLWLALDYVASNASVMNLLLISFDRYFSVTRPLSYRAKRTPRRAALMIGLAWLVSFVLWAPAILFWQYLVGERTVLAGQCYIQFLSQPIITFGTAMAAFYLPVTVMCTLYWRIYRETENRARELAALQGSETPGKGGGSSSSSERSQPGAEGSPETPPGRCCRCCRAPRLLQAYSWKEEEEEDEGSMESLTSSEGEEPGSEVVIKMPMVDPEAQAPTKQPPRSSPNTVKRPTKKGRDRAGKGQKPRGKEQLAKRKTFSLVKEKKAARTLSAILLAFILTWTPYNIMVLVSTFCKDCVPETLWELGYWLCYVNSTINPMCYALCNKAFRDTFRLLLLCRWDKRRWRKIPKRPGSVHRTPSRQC
CHO-K1 Ca antag: counter-screen for M1 antagonists: effect in parental CHO-K1 cells; ATP-induced calcium, Fluo-8 fluorescence; inhibition, % at 3 µM; hit rate 0.6% among 360,000;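 active = inhibition above a per-plate cutoff, the plate's mean sample inhibition plus 3 SD, cut at about 24% in these data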;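 also: 0% = DMSO plus EC80 ATP and 100% = DMSO alone without ATP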
CHO-K1 Ca ag: nonselective activator or artifact in parental CHO-K1 cells. Fluo-8 calcium fluorescence; scaled to maximal ATP response, vehicle zero. activation, % at 3 µM. hit rate 0.48% among 360,000; in the data active = activation above about 15%;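 also: untransfected CHO-K1 host cells lacking M1 receptor as counterscreen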
CHO parental Ca: signal in parental CHO cells, OX1R antagonist counter-screen; AID 463079; hit rate 0.63% among 330,000; parental CHO-K1, ATP-induced calcium, Fluo-8 fluorescence; inhibition, % at 5.6 µM;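 active = inhibition above that plate's mean sample inhibition plus 3 SD, cut at about 26% in these data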;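 also: 0% = ATP-challenged DMSO wells and 100% = DMSO wells without ATP; some compounds past the cut are filed as inactive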
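Material: parental CHO cells / Compound: single nominal dose of 5.6 µM per compound / Signal: Fluo-8 fluorescence / Replicates: singlicate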
TAAR1 agonist: human TAAR1 agonism | CHO RD-HGA16 TAAR1, Fluo-8 calcium fluorescence; vehicle wells 0%, saturating PEA agonist 100% | Q96RJ0 | hit rate 0.99% among 360,000 | AID 624467 | activation, % at 3 µM;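 active = activation above the mean activation of all test compounds in the run plus 3 SD, cut at about 38% in these data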
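Test system: RD-HGA16 (CHO) cells co-expressing Gα16 and hTAAR1; dosing: one-point dosing at 3 µM (nominal); timing: 17-24 h seeding, 75 min 37 °C dye, 30 min RT; signal: kinetic Fluo-8 calcium fluorescence; read-out basis: % activation relative to PEA EC100 response; controls: DMSO and PEA EC100; replicates: n 1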
CHRM1 antagonist: human CHRM1 antagonism | P11229 | CHO-K1 hM1, Fluo-8 calcium fluorescence, ACh EC80 antagonist | inhibition, % at 3 µM | hit rate 1.3% among 360,000 | AID 588852;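 active = percent inhibition above its own plate's cutoff, namely the mean of that plate's compound wells plus 3 SD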;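 also: peak over basal fluorescence ratio during 140 s after agonist addition; 0% = ACh EC80 plus DMSO and 100% = DMSO alone without agonist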
M1 ag: activates human CHRM1 receptor | P11229 | CHO-K1 hM1, Fluo-8 calcium fluorescence, agonist mode; 0% DMSO, 100% acetylcholine EC100 | activation, % at 3 µM | hit rate 0.33% among 360,000 | AID 588814;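 active = activation above the run's mean compound activation plus 3 SD, cut at about 16% in these data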;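 also: peak over basal fluorescence ratio within a 140 s kinetic read after compound addition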
CHO-K1 Ca PAM: M1 PAM counterscreen hit in parental CHO-K1 cells | AID 602247 | activation, % at 3 µM | ATP EC20, Fluo-8 calcium fluorescence; 0% at ATP EC20, 100% at ATP max | hit rate 0.02% among 360,000;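 active = activation above the run cutoff, the mean activation of all test compounds plus 3 SD, cut at about 40% in these data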;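 also: peak over basal fluorescence ratio in a 140 s read after ATP addition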
The depositor's hits bear a star; . = no result given.

Values run as follows: TAAR1 antagonist	CHRM1 PAM	CHO-K1 Ca antag	CHO-K1 Ca ag	CHO parental Ca	TAAR1 agonist	CHRM1 antagonist	M1 ag	CHO-K1 Ca PAM
COc1cccc(N2CC(=O)N(NC(=O)CSc3nc(C)cc(C)c3C#N)CC2=O)c1
  -2	-3	-6	0.4	-11	-1	7	-3	5
O=C(O)CSCC(=O)NCc1ccc(Cl)cc1Cl
  1	1	-3	-0.5	-1	13	-5	-5	15
CCOC(=O)N1CCN(C(=O)COc2cccc3c2CCN(CC)C3=O)CC1
  -14	9	-14	-0.1	-1	1	-6	-4	17
NC(Cc1ccc(Cl)cc1)c1csc(NC(=O)NCCc2ccccc2)n1 (stereo unspecified)
  68*	4	5	3.0	.	75*	4	7	15
O=C(N/N=C/c1cccc(Br)c1)C1CC(=O)N(c2ccccc2)C1 (stereo unspecified)
  8	-2	7	-0.4	-8	-6	0	-8	-12
O=c1[nH]c(/C=C2\C=Nc3ccccc32)c(O)n1Cc1ccccc1F
  7	7	-26	3.8	7	15	-1	3	26
Cc1ccccc1N1CC(C(=O)Nc2nnc(SCCN3CCOCC3)s2)CC1=O (stereo unspecified)
  15	-1	3	1.0	-11	-1	2	-2	0
CCN(CC)S(=O)(=O)c1csc(C(=O)NCc2ccccc2)c1
  -8	10	13	0.9	-11	6	-3	-2	-6
CCC(C(=O)NCc1ccco1)N(C(=O)CNS(=O)(=O)c1ccccc1)c1ccc(OC)cc1 (stereo unspecified)
  2	12	-15	0.5	-7	2	-13	-1	17
NC(=O)c1nsc(C(=O)N(CCc2ccccc2)C(C(=O)NC2CCCC2)c2ccco2)c1N (stereo unspecified)
  45	-9	-9	3.7	-26	9	15	-5	2
CCOC(=O)N1CCN(C(=O)CN(c2ccc(C)c(C)c2)S(=O)(=O)c2ccccc2)CC1
  2	7	-4	0.2	-19	-1	-9	-4	-2
OCC1(Cc2ccccc2)CCN(Cc2cccc(F)c2F)CC1
  -4	-10	-6	1.9	-9	2	17	-5	12
CCOC(=O)c1nn(-c2ccc(OCC)cc2)c2nc(-c3cccc(OC)c3)c(C#N)c(=O)n12
  -5	-5	1	0.2	-17	0	11	-3	12
COCOCCn1cc(CN2CCS(=O)(=O)N(Cc3ccc(-c4ccc(Cl)c(Cl)c4)cc3)C(C(C)C)C2=O)nn1 (stereo unspecified)
  18	5	15	0.7	.	5	8	2	-10
Cc1ccc(C)c(-c2csc(NC(=O)c3cnccn3)n2)c1
  -5	6	-15	0.7	-2	6	0	-4	12
CC1(C)OC(=O)C(=NNc2ccc(O)cc2)C(=O)O1
  -21	1	6	-0.1	23	3	-3	0	10
COc1cccc(C(=O)OCC(=O)NC(C)CCc2ccccc2)c1O (stereo unspecified)
  2	7	-12	1.5	-10	7	-13	-6	2
COCCCN1C(=O)C(=O)/C(=C(/O)c2ccc3c(c2)CC(C)O3)C1c1cccnc1 (stereo unspecified)
  -9	12	12	-0.4	-15	6	-7	-1	-6
Cc1cc(CSc2ccccc2)ccc1NC(=O)c1ccc(Cl)c([N+](=O)[O-])c1
  46	0	28*	-0.7	-17	15	-10	-5	6
CCN(Cc1nc2cc(OC)c(OC)cc2c(=O)[nH]1)C(=O)c1ccc(S(=O)(=O)N(C)C)cc1
  -10	4	-15	0.3	1	2	-2	-4	2
NS(=O)(=O)c1ccc(NC(=O)/C=C/c2cccc(Cl)c2)cc1
  -9	-3	-8	1.1	27	12	1	-10	3
COc1ccccc1CNC(=O)[C@H](C)NC(=O)C1CCN(C(=O)[C@@H](N)C(C)C)CC1
  -6	13	8	-0.9	-5	1	-15	0	6
c1ccc(-c2csc(Nc3cccnc3)n2)nc1
  19	0	-28	0.4	0	8	-2	-3	2
CCCN1C(=O)c2ccc(C(=O)Nc3cc(C)on3)cc2C1=O
  -16	7	10	-0.1	6	9	-18	-2	-6
CC1=CC(C)(C)N2C(=O)C3(C(C#N)=C(N)Oc4cc(C)oc(=O)c43)c3cc(C)cc1c32 (stereo unspecified)
  5	5	11	5.0	-11	4	2	-5	-6
COc1ccc(N2CC(C(=O)Nc3nc4ccc(S(C)(=O)=O)cc4s3)CC2=O)cc1 (stereo unspecified)
  0	5	-16	0.6	-6	7	-3	-4	12
O=c1[nH]cnc2cc(-c3ccc(Br)cc3)sc12
  23	8	-9	0.6	-8	1	-3	-2	-1
N#C/C(=C/c1ccc(-c2ccc(S(N)(=O)=O)cc2)o1)C(=O)Nc1ccccc1
  36	-15	28*	3.9	7	11	23	-3	11
NC(=O)NOCc1c(Cl)cccc1Cl
  -5	5	-11	0.0	-7	2	-6	-2	17
CCOC(=O)c1ccc(NNC(=O)CC)c([N+](=O)[O-])c1
  -3	-8	6	-0.3	-11	0	3	-7	-9
COc1ccc2c(c1OC)C(=O)N(c1ccc(C)cc1)C2
  -15	5	3	3.1	-9	0	-7	-3	1
O=C(OC(C(=O)Nc1ccc(Cl)cc1C(F)(F)F)c1ccccc1)C1=COCCO1 (stereo unspecified)
  -27	0	3	0.2	-25	-2	8	-8	-4
COc1ccc(NS(=O)(=O)c2cccc(C(=O)NCC3(N4CCCCC4)CCCCC3)c2)cc1
  -5	1	-3	0.7	-22	3	1	-7	-3
Cc1ccc2c(=O)cc(C(=O)Nc3ccc(S(=O)(=O)Nc4onc(C)c4C)cc3)oc2c1
  1	7	-8	0.7	-3	-1	-7	-1	4
O=C(O)COc1ccc(Cl)cc1C1CCCCC1
  -5	12	-15	1.1	.	1	-16	-4	23
CCc1noc(C)c1C(=O)N1CCN(c2cccc(C)c2C)CC1
  -19	1	-4	2.5	-23	2	-2	-3	6
CCOC(=O)c1nnc(-c2ccccc2)nc1N1CCSCC1
  -20	4	-8	0.0	-18	2	-7	-9	14
OC(c1ccccc1)(c1ccccc1)c1nccc2ccccc12
  -15	0	-7	-0.9	.	2	-3	-6	-1
CCCOC(=O)CSc1nnc(-c2ccccc2Cl)o1
  21	14	-6	-0.2	-2	8	-15	-4	4
CC1CCc2c(C(=O)Nc3ccc(N4CCOCC4)cc3)csc2C1 (stereo unspecified)
  0	8	-18	0.5	4	-1	-15	-16	9
Cc1ccc(C(=O)Nc2ccccc2C(=O)NC(C(=O)O)C(C)C)cc1 (stereo unspecified)
  12	6	-21	0.4	4	21	-8	-3	15
COc1ccc(NC(=O)Cc2c[nH]c3ccccc23)cc1S(=O)(=O)N1CCOCC1
  -10	3	-14	1.2	-9	6	-4	-3	10
Cc1ccccc1/C=N/NC(=O)Cn1cnc([N+](=O)[O-])n1
  -7	0	0	-0.6	1	1	-2	0	3
Cc1c(NS(=O)(=O)c2ccc(NCC3CCCO3)c([N+](=O)[O-])c2)c(=O)n(-c2ccccc2)n1C (stereo unspecified)
  -36	0	-8	0.9	0	4	-2	-4	1
COCCC(=O)N1CCC(Oc2ccc(C(=O)NCCCC3CCCC3)cc2)CC1
  -29	3	-7	2.0	-5	1	-17	-5	5
c1ccc2nc(N3CCOCC3)c(N3CCOCC3)nc2c1
  12	-4	-5	0.0	-3	2	-13	0	0
COc1cccc(C(=O)Nc2ccc(S(=O)(=O)Nc3onc(C)c3C)cc2)c1
  -4	9	-5	0.7	-1	6	-2	-4	16
COc1ccc(C(C(=O)NCCC(C)C)N(CCO)C(=O)c2snc(C(N)=O)c2N)cc1 (stereo unspecified)
  -4	0	-3	0.6	-23	-1	-6	-2	7
O=C(Nc1nc(-c2ccccn2)cs1)c1ccc2c(c1)OCCO2
  6	-4	12	3.6	-4	9	-6	-4	17
c1cnc(-c2nnc3n2CCCCC3)cn1
  4	8	-10	0.5	-10	1	-14	-9	7
CCCCN1C(=O)C(CC(=O)NCCCN(C)C)CC(C(=O)N2CCOCC2)=C1C (stereo unspecified)
  -31	7	-10	0.5	.	7	-11	-1	8
CC(CN1CCOCC1)OC(=O)C(c1ccccc1)c1ccccc1 (stereo unspecified)
  -7	-3	-10	0.5	-20	10	-26	-5	19
O=C(Nc1ccccc1N1CCOCC1)C1CCN(S(=O)(=O)c2ccc(F)cc2)CC1
  13	15	-4	0.0	-10	-1	-9	-3	10
COc1ccc2cc(C=NS(=O)(=O)c3ccc(C)cc3)n(C)c2c1
  0	8	3	-0.3	-13	14	0	-5	-19
COc1ccccc1Cn1c(=S)[nH]c2cc(C(=O)NC(C)C)ccc2c1=O
  -7	9	-16	2.4	.	0	-16	-5	18
O=C(NCc1ccc2c(c1)CCO2)Nc1ccccc1
  -12	5	-8	1.6	-7	11	-9	3	-13
COc1cc2c3c(c1)/C(=C1/SC(NC(C)=O)=NC1=O)C(=O)N3C(C)(C)C=C2C
  -4	12	-3	-0.1	-26	12	-16	-2	8
O=C(CN(C(=O)c1csnn1)c1cccc(F)c1)NC1CCCC1
  8	8	-10	0.5	-7	-2	-8	-1	2
CC1(C(=O)NS(=O)(=O)C2CC2)CCN(C(=O)c2cc(F)cc(F)c2)C1 (stereo unspecified)
  -2	0	-2	0.3	.	0	-9	-3	1
Clc1cccc(CN2CCC(Cc3ccccc3)CC2)c1
  -19	-16	-32	1.7	3	30	11	-10	17

New compounds follow.
Values run as follows: TAAR1 antagonist	CHRM1 PAM	CHO-K1 Ca antag	CHO-K1 Ca ag	CHO parental Ca	TAAR1 agonist	CHRM1 antagonist	M1 ag	CHO-K1 Ca PAM
CCC1=C2CC[C@H]3C(=O)N(CC)C(=O)[C@H]3[C@H]2[C@@]2(Cc3ccccc3)C(=NCc3ccccc3)OC(=O)N2C1=O
  -2	-3	-3	-0.6	-16	0	5	-4	-16
O=C(O)c1cc(C2CC2)nn1-c1ccccc1
  11	2	-1	0.5	8	5	-3	-5	12
Cc1ccc2c(c1)-c1cc(C)ccc1C2=O
  -16	3	-14	-0.4	.	2	-8	-6	10
O=C(Nc1cccc(C(=O)N2CCCCC2)c1)C1CC1
  -8	8	-16	1.6	.	4	-10	-1	26
Cc1ccc(C(=O)CSc2nnc(-c3snnc3C)n2C2CC2)cc1
  8	14	1	2.0	-2	1	-13	-2	11
CCOc1cccc2sc(=NC(=O)CCS(=O)(=O)c3ccc(F)cc3)n(C)c12
  8	9	-5	1.4	-44	4	-12	-1	-8
CCCCC(CCC(=O)Nc1cc([N+](=O)[O-])ccc1O)C(=O)O (stereo unspecified)
  -8	-7	16	1.6	2	13	5	0	-12
Cc1csc(N=Nc2ccc(N(C)C)cc2)[n+]1[O-]
  2	-8	-10	-0.7	.	-1	6	-2	10
CSc1ccccc1OCc1cc(C(=O)N2CCC(Oc3cccnc3)CC2)no1
  21	-19	0	12	3	3	39*	-1	6

Bioassay records (PubChem)
